mcGAS MS inh: inhibitors of mouse cGAS; Q8C6L5; recombinant mouse cGAS, cGAMP by RapidFire MS; inhibition, % at 12.5 µM; hit rate 0.18% among 130,000; AID 1259397;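 active = inhibition of cGAS enzyme activity at or above 60%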;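 note: enzyme stimulated by 45 bp dsDNA with ATP and GTP substrates; cGAMP share of summed cGAMP plus half ATP and half GTP signals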
Target sequence (Q8C6L5 whole entry, looked up): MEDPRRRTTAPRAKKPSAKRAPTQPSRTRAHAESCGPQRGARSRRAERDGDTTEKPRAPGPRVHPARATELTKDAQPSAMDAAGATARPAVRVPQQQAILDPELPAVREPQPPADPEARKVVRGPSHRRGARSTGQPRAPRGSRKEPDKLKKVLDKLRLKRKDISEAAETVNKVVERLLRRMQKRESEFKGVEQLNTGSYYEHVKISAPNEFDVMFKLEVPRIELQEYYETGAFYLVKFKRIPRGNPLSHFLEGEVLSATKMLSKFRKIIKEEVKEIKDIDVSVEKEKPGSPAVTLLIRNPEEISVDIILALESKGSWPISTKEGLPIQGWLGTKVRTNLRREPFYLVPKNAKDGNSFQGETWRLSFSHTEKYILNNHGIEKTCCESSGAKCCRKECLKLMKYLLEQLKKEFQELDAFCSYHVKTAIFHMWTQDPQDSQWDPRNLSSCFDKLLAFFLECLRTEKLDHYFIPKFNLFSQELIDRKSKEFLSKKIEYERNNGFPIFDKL
Numbers without * were called inactive; & = joins results of further samples. An excerpt, so the mix of outcomes need not match the whole.

Sample of the layout, 7 compounds:
Structure	mcGAS MS inh
Cc1cc(C(C#N)C(=O)C(C)Oc2ccc(F)c(F)c2)nc(C)n1 (stereo not given)	-19
Cn1cc(N2CCC(NC(=O)c3ccc4[nH]c(=S)oc4c3)C2)cn1 (stereo not given)	-8
CC(C)c1n[nH]c(=S)c2c1cnn2-c1ccccc1	-9
CC(C)Cn1c(SC2CCCCNC2=O)nc2ccc(Cl)cc2c1=O (stereo not given)	1
CCC(C)c1csc(NC(=O)c2sccc2S(C)(=O)=O)n1 (stereo not given)	-5
COCCn1c(O)c(C(C)=NC2CCCCCC2)c(=O)[nH]c1=S	-8
COc1ccc(CN(Cc2ccsc2)Cc2ccco2)c(Cl)c1O	-17

The list itself (from the top)
Structure	mcGAS MS inh
Cc1cc(C(C#N)C(=O)C(C)Oc2ccc(F)c(F)c2)nc(C)n1 (stereo not given)	-19
Cn1cc(N2CCC(NC(=O)c3ccc4[nH]c(=S)oc4c3)C2)cn1 (stereo not given)	-8
CC(C)c1n[nH]c(=S)c2c1cnn2-c1ccccc1	-9
CC(C)Cn1c(SC2CCCCNC2=O)nc2ccc(Cl)cc2c1=O (stereo not given)	1
CCC(C)c1csc(NC(=O)c2sccc2S(C)(=O)=O)n1 (stereo not given)	-5
COCCn1c(O)c(C(C)=NC2CCCCCC2)c(=O)[nH]c1=S	-8
COc1ccc(CN(Cc2ccsc2)Cc2ccco2)c(Cl)c1O	-17
CCSc1nc(CC(=O)NCCS(=O)(=O)N(C)C)cs1	-9
CCOC(=O)c1sc2nc(C(C)OC(=O)C3=COCCO3)[nH]c(=O)c2c1C (stereo not given)	-14
NC(=O)CC1CCCCN1C(=O)c1ccc(=O)n(CCOc2ccccc2)n1 (stereo not given)	-5
Cn1c(C(=O)NCc2cccnc2Oc2ccc(F)c(F)c2)cc(=O)n(C)c1=O	-5
CN1CCN(C(=Nc2nc(N3CCSCC3)c(C#N)cc2C#N)N(C)C)CC1	-8
Cc1[nH]c(=O)[nH]c(=O)c1CC(=O)Nc1ccc2c(c1)Cc1ccccc1-2	1
CCn1cc(C(=O)O)c(=O)c2ccc(C)nc21	-6&-5&0
CC(C)(CNC(=O)CCc1ccccc1F)N1CCc2ccccc2C1	-21
CC(=O)Oc1ccc(C(c2ccc(OC(C)=O)cc2)c2ccccn2)cc1	-1&6
O=C(CCC1(Cc2cccs2)CCC(=O)N1)NC1CCCc2ccccc21 (stereo not given)	-13
O=S(=O)(c1ccc(F)cc1)N1CCC(N2CCCC2)CC1	9
O=c1c2cnc3nc(-c4ccncc4)nn3c2ccn1CCc1c[nH]c2ccccc12	-4
COC(=O)Cn1nc(C(C)C)c2cnn(-c3ccc(C)c(C)c3)c2c1=O	-7
CC(C)=CC(=O)N1CCCC(C(=O)c2cccc3ccccc23)C1 (stereo not given)	-5
CN(Cc1cccc2cnccc12)C(=O)c1cc(COc2cccc(F)c2)[nH]n1	-14
CCCn1nnnc1CSc1nc2ccc(OC)cc2[nH]1	-13
CC(C)N(C(=O)CSc1ncnc2c1nnn2C)C(C)C	-5
O=C(c1ccc2c(c1)OCO2)N(c1ccc(O)cc1)S(=O)(=O)c1ccccc1	1
Oc1ccc2oc3c(c2c1)CCCC3	-8
CNc1nc(-c2cc(C)n(CC3COc4ccccc4O3)c2C)cs1 (stereo not given)	3
COC(C)c1ccc(-c2ccc(CN3CCCCC3)cn2)cc1 (stereo not given)	8
O=C(NCCOc1ccc(F)cc1)c1cc(-c2ccco2)n(C2CCS(=O)(=O)C2)n1 (stereo not given)	-5
Cc1nc(C(Nc2ncnc3c2nnn3-c2ccccc2)C(C)C)n[nH]1 (stereo not given)	-4
Cc1cc(=O)n2c(Nc3ccccc3)n[nH]c2n1	-7
C1COC2(O1)C1CC3CC(C1)CC2C3	-6
Cn1c2c(c(=O)n(C)c1=O)C(C(F)(F)F)(C(F)(F)F)N=C(c1ccncc1)N2	-27
O=C(COC(=O)CNC(=O)c1ccco1)Nc1ccc(Cl)cn1	-6
Cc1cccn2c(=O)c3cc(C(=O)N4CCCCC4C)n(C)c3nc12 (stereo not given)	-7
C#CCSc1nc(C)cc(C)n1	-13
CCC(=O)Oc1ccccc1C1OCC2C(C)C=C(C)C1C2C (stereo not given)	-20
CCN(C)C(=O)c1cnc(N2CCN(Cc3ccccc3C#N)C2=O)s1	-9
N[C@@H]1c2ccccc2C2(CCN(C(=O)CCCOc3ccccc3)CC2)[C@H]1O	-30
COc1ccccc1C1NC(=O)N(C)C2=C1C(=O)N(CC(=O)O)C2 (stereo not given)	-5
COc1cccc(OCCCOc2ccc3ccccc3c2)c1	-5
CCOc1ccc(S(=O)(=O)N2CCN(C(=O)c3ccc4ncsc4c3)CC2)cc1	7
CCN(Cc1cc2ccc(SC)cc2[nH]c1=O)CC1CCCO1 (stereo not given)	6
O=C(O)C1C2C=CC3(CN(C4CCCC4)C(=O)C13)O2 (stereo not given)	13
CC(C)(C)c1nc2cc(NS(=O)(=O)c3ccc(F)c(F)c3)ccc2o1	4
CC(C)(C)c1n[nH]c(C2CN(Cc3nnsc3Cl)CCO2)n1 (stereo not given)	-13
O=C(Nc1ccc(F)c(Cl)c1)N1CCC2(CCNCC2)C1	3
O=[N+]([O-])c1ccc(Nc2ncnc3ccccc23)cc1	6
Cc1nc(N2CCCCC2)cc(N2CCN(C(=O)c3ncccn3)CC2)n1	-2
CN(CC1CCCCC1)C(=O)CNC(=O)c1ccc(Cl)cc1Cl	-25
O=S(=O)(NCc1cccc2cccnc12)N1CCCCCC1	-17
Cc1ccc(Cn2nccc2N)o1	-12
NC(=O)c1cnc2n1CCN(C(=O)c1ccccc1-n1cccn1)C2	-33
O=C(c1ccc(=O)[nH]n1)N(CCO)CCSc1ccc(Cl)cc1	-4
Cn1c(=O)c2c(nc(CN3CCN(Cc4ccccc4)CC3)n2CCN2CCOCC2)n(C)c1=O	-14
COc1ccc(OCC(=O)NCC(c2ccc3c(c2)CCN3C)N2CCN(C)CC2)cc1 (stereo not given)	-8
c1ccc2c(c1)CCN(Cn1cnc3ccccc31)C2	0
C=CCNc1nc(C(=O)OCc2ccc(C(=O)OC)o2)cs1	-8
COc1cccc(CCC2CCCN(C(=O)c3ccsc3)C2)c1 (stereo not given)	-7
Cc1ccccc1Cn1cccc(C(=O)N(C)c2ccccc2)c1=O	-3

(further entries)
Structure	mcGAS MS inh
CC1(C)NC(=O)N(CC(=O)NC(c2ccccc2)c2cccs2)C1=O (stereo not given)	3
Cc1cnc(CNC(=O)C(C)c2cccs2)o1 (stereo not given)	-1
Cc1sc(NC(=O)c2sc3nc4c(cc3c2N)N2CCC4CC2)c(C#N)c1C	-10
COC(=O)C1CCN(C(=O)CN2CCCc3c(C)ccc(F)c32)CC1	-30
O=C(c1ccc([N+](=O)[O-])s1)N1CCCCCC1	-8
N=c1ncn(Cc2ccccc2)c2nc(SCCO)[nH]c12	-22
OC(COc1ccc2c(c1)OCO2)CN1CCN(Cc2ccc3c(c2)OCO3)CC1 (stereo not given)	-10
Cc1ccc(N2CC(C(=O)NC3CCN4CCCCC34)CC2=O)cc1 (stereo not given)	-16
CC(=O)N1CCc2c(sc(NC(=O)c3c(F)cccc3F)c2-c2nc3ccccc3s2)C1	-13
COc1ccc(Br)cc1CN(C)C(=O)c1nn(C)c(=O)c2ccccc12	-1
CC(NC(=O)c1cc(Cl)ccc1OC1CCN(C2CCCC2)CC1)c1ccncn1 (stereo not given)	-6
CCOc1ccc(-c2nc(-c3ccc4[nH]c(=O)oc4c3)cs2)cc1OC	-3
CC(C)Oc1cccc(C(=O)C2CCCN(C(=O)/C=C/c3cccs3)C2)c1 (stereo not given)	0
CC(=O)Nc1ccc(-c2cn(CCc3nc(C)c4c(n3)CCC4)nn2)cc1	-18
Cn1ncc2c(N[C@H](CO)c3ccccc3)nc(C(C)(C)C)nc21	-21
COc1cccc(C(N)c2nc(-c3csc4ccccc34)cs2)c1 (stereo not given)	4
CCOC(=O)C1=C(C)NC2=C(C(=O)CCC2)C1c1ccc(Cl)cc1Cl (stereo not given)	2
O=c1cc(-c2ccncc2)[nH][nH]1	11
Cc1cc(C(F)(F)F)n2nc(C)c(C#N)c2n1	8
Cc1nn(C)c2[nH]c(=O)c(CCC(=O)N3CCOC(c4ccc(F)cc4)C3)c(C)c12 (stereo not given)	-2
Cc1ncsc1CCCNC(=O)c1ccc2nc(C3CCCCC3)oc2c1	-17
COc1cc(C#N)ccc1OS(=O)(=O)c1c(C)c(C)cc(C)c1C	-2
O=c1cc(O)[n+]2c3n1CCCN3CCC2	-1
Cc1ncc([N+](=O)[O-])n1CCSc1nc2ccccc2[nH]1	-4
COc1ccc(CNC(=O)CCC2CCCN(Cc3cccc4c3OCO4)C2)c(OC)c1 (stereo not given)	-6
Cc1cc(C(=O)Nc2ccc(OC(C)C)cc2)n[nH]1	-2
O=C(NC1CCc2ccccc21)C1CCN(c2nc3c(-c4ccccc4F)csc3c(=O)[nH]2)CC1 (stereo not given)	-3
c1ccc2c(N3CCCC3)nc(N3CCCC3)nc2c1	-12
FC(F)(F)c1cccc(C2(c3nc(-c4ccccn4)no3)CCOCC2)c1	-5
Cc1nc2c(Br)c3nc(C(F)(F)F)[nH]c3c(Br)c2[nH]1	15
O=C(C1CCCOC1)N1CCSCC1c1ccccc1 (stereo not given)	-13
CCOC(=O)COc1ccc(C)cc1C(=O)c1cnc2c(c1)COc1ccccc1-2	-6
Cc1cc(NC(=O)CC2CSc3nc(C(C)C)cc(=O)n32)no1 (stereo not given)	-6
Cn1nc(CC(=O)NC2CCC3CCCCC3C2)c2ccccc2c1=O (stereo not given)	-16
Cc1nc2sc(C)c(C)n2c(=O)c1NC(=O)C1CCCO1 (stereo not given)	-11
O=C(NCCCc1ccccc1)c1cc(=O)c(OCc2ccccc2)co1	0
COc1ccc(N2CCN(C(=O)C3CCCCC3C(=O)NCCc3cccc(Cl)c3)CC2)cc1 (stereo not given)	0
Cc1ccc(C(C)C)c(OCC(O)CNC(C)(C)C)c1 (stereo not given)	-28
COc1ccc(C2SCCN2C(=O)c2cc3ccccc3oc2=O)cc1[N+](=O)[O-] (stereo not given)	3
O=C(CCC1CCCCC1)Nc1ccc(-n2cccn2)cc1	-7
CC(C)[C@H]1CC[C@H](C)C[C@@H]1OCC(=O)N1CCCC1c1nnc2c(C(F)(F)F)cccn12 (stereo not given in full)	6
CC(C)C1CN(c2cncc(C(=O)N3CCOCC3)n2)CCCN1CC1CC1 (stereo not given)	-19
CC1CN(C)c2ccccc2CN1c1cc(-n2ccnc2)ncn1 (stereo not given)	-9
FC(F)(F)COCC(F)(F)F	3
Cc1nn(Cc2ccccc2)c2sc(C(=O)NCC(CC(C)C)N3CCOCC3)cc12 (stereo not given)	-7
COCCn1c(SCC(=O)Nc2ccc(OC(F)(F)F)cc2)nc2c(c1=O)SC(C)C2 (stereo not given)	-7
CC(C)n1c(CCNC(=O)Cc2ccccc2Cl)n[nH]c1=S	2
CC(c1cccc(O)c1)N(C)C(=O)CN1C(=O)COc2ccccc21 (stereo not given)	-3
CC(C)COc1ccccc1CN(C)C(=O)Cc1ccncc1	-17
COc1ccc(C(=O)OCc2cccs2)cc1S(=O)(=O)N1CCCCCC1	-1
CSc1nc2sc3c(c2c(=O)n1C)CCC3	-9
O=S(=O)(c1ccc(Cl)s1)N1CCN(Cc2ccccn2)CC1	-8
CCn1ccnc1CN(Cc1cccnc1)CC1CCCN(C2CCCCC2)C1 (stereo not given)	-2
Cc1c(C#N)c(NC(=O)CCn2nnc(-c3ccc(Cl)cc3)n2)n(Cc2ccco2)c1C	-3
CCC(=O)Nc1cc(Cl)ccc1C(=O)N(C)CCCc1c(C)n[nH]c1C	-9
CC(C)(C)c1ccc(O)c(NC(=O)c2ccc(S(=O)(=O)c3ccc(Cl)cc3)nc2)c1	0
CC(=O)Nc1cc(C(=O)N2CCC(CCN3CC(C)OC(C)C3)CC2)ccc1C (stereo not given)	-3
O=C(c1ccccc1Cl)N1CCCC(OCc2cccc([N+](=O)[O-])c2)C1 (stereo not given)	-7
O=S(=O)(NCc1ccccc1)N1CCC(C(O)Cc2ccccc2)CC1 (stereo not given)	-21
CC(=O)NCCC(=O)NCc1ccccc1-c1ccc(Cl)cc1	-34

Carrying on:
Structure	mcGAS MS inh
COc1ccc(CN(C)C(=O)CNC(=O)c2cccc(Cl)c2)cc1OC	0
CN1CCC(N2CCOC(CCNC(=O)c3ccccc3O)C2)CC1 (stereo not given)	-11
Cc1ccc(NC(=O)COn2nnc3ccccc32)cc1	-4
CCC(NC(=O)c1cccc(OC)c1OC(F)F)c1ccc(Cl)cc1 (stereo not given)	-8
CCS(=O)(=O)Nc1ccc2c(c1)C(=O)Nc1ccccc1O2	-10
CC1(C(=O)Nc2nccs2)CCN1C(=O)C1(c2ccccc2)CC1 (stereo not given)	-9
CCOC(=O)c1c(C)[nH]c(C(=O)CN2C(=O)NC(C)(C)C2=O)c1C	2
O=C(c1ccc(Br)cc1)N1CCCC(OCc2ccc(F)c(F)c2)C1 (stereo not given)	-2
Cc1cc(C(=O)Cn2cc([N+](=O)[O-])ccc2=O)c(C)n1Cc1ccco1	-9
CC(Nc1ccc(N2CCCC2)c(F)c1)c1nc(C2CC2)no1 (stereo not given)	-12
Cc1ccccc1Oc1ncccc1CNC(=O)Cc1[nH]nc2ccccc12	-10

A draw from above in order of SMILES length, falling.
Structure	mcGAS MS inh
Cc1cc(C(=O)Cn2cc([N+](=O)[O-])ccc2=O)c(C)n1Cc1ccco1	-9
CCOC(=O)c1c(C)[nH]c(C(=O)CN2C(=O)NC(C)(C)C2=O)c1C	2
O=C(c1ccc(Br)cc1)N1CCCC(OCc2ccc(F)c(F)c2)C1 (stereo not given)	-2

High-throughput results deposited in PubChem BioAssay by Fisher Drug Discovery Resource Center.
